OX1R antag-1 – blocks the human orexin 1 receptor; O43613; OX1R-expressing cells, FRET antagonist read-out; inhibition, % at 6.6 µM; hit rate 1.8% among 330,000; AID 485270; in the data active = inhibition mostly above about 38%, no sharp cut-off; inactive = mostly below about 40%;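 note: 0% = agonist challenge alone and 100% = reference antagonist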
Target sequence (O43613 whole entry, looked up): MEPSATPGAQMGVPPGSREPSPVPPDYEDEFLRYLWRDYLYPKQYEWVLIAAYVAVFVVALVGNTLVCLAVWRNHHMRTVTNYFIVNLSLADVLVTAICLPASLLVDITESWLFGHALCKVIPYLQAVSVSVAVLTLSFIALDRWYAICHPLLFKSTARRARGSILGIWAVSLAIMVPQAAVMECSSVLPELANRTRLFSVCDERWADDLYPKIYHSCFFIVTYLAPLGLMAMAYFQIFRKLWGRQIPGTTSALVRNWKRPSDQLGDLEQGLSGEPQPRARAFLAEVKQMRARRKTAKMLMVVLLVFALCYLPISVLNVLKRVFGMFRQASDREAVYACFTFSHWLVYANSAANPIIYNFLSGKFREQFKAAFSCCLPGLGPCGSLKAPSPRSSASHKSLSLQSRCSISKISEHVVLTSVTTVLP
OX1R antag-2 – blocks the human orexin 1 receptor; O43613; CHO/OX1R cells, Fluo-8 calcium fluorescence, orexin A; inhibition, % at 5 µM; hit rate 0.43% among 330,000; AID 434989;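 active = inhibition above its plate's threshold, mean inhibition of all tested compounds on the plate plus 3 SD, cut at about 37% in these data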;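 note: 0% = orexin A challenge wells and 100% = SB-334867-A antagonist wells; not every result past the cut was called active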
An asterisk follows results filed as active.

SMILES	OX1R antag-1	OX1R antag-2
Cc1ccc(Cl)cc1NC(=O)c1cccc(OC(F)F)c1	30	-12
CCCn1nnc(NCc2ccc(OCc3cccs3)c(OC)c2)n1	15	-20
COC(=O)c1cn(Cc2c(C)cc(C)cc2C)nn1	17	-15
Cc1cccc(C)c1NC(=S)NC1CCCCC1	10	-9
CSc1nc2ccc3nc(NC(=O)c4ccc(Cl)s4)sc3c2s1	14	9
C=CCn1c(SCC(=O)c2ccc(CNC(C)=O)o2)nc2ccccc2c1=O	11	-24
CC(C(=O)NCc1ccc(F)cc1)n1ccc2cc(S(=O)(=O)N3CCCC3)ccc21 (centres undefined)	17	-16
COc1ccc(N(C(=O)CS(=O)CC(=O)Nc2ccc(F)cc2)C(C(=O)NC2CCCCC2)c2cccs2)cc1 (centres undefined)	0	-18
CCC1(C)Cc2ccccc2-c2nc3n(c(=O)c21)CCS3 (centres undefined)	16	-32
CCN(C[C@H]1N[C@@](C)(C(=O)OC)[C@H]2C(=O)N(C)C(=O)[C@@H]12)C(=O)COC	9	4
COc1ccccc1CC(=O)NC(=O)c1ccccc1O	2	-25
CCN(CC(=O)NCc1ccc2c(c1)OCO2)S(=O)(=O)c1ccc(F)cc1	12	-15
COc1ccc(CNC(=O)C(OC(=O)c2nsc(Cl)c2Cl)C(C)C)cc1 (centres undefined)	5	-39
COc1ccc(/C=N/OCc2ccccc2C#N)c(OC)c1	3	-13
CC(C)(C)OC(=O)C[C@H]1C/C=C\C[C@H](CC(=O)NCCO)C(=O)N[C@@H](Cc2ccccc2)COC1=O	1	4
CCOc1ccccc1C(=O)N(C)Cc1cc2ccccc2[nH]c1=O	19	-13
Cc1cccc(C)c1NC(=O)N1C2CCC1CC(O)(c1cccnc1)C2 (centres undefined)	11	-1
Cc1nc2sc(C(c3ccc(C(C)C)cc3)N3CCN(CCO)CC3)c(O)n2n1 (centres undefined)	2	-21
CC1CCCC(C)N1C(=O)CSc1nnc(-c2cccs2)o1 (centres undefined)	18	-3
S=C(NCCc1ccccc1)Nc1ccc(Br)cc1	14	-10
COc1ccc(-n2c(-c3ccccc3)c[n+]3c2CCC3)cc1	17	9
COc1cccc(NS(=O)(=O)c2ccc(-c3coc(C)n3)cc2)c1	13	10
CCOc1ccc(Br)cc1-c1noc(-c2cccs2)n1	29	-23
O=C1NC2(CCCC2)C(=O)N1CC(=O)N(Cc1ccccc1)c1ccccc1	5	-24
NCCCC(=O)O	5	0
CC(C)(C)C(=O)N(Cc1ccc(Cl)cc1)Cc1cccnc1	7	-24
O=C(c1cc(-c2ccco2)nn1-c1cccc(Cl)c1)N1CCCCC1	19	-30
COc1cccc(/C=N/NC(=O)CCCC(=O)Nc2ccc(Br)cc2)c1	35	-36
COC(=O)C[C@H]1c2cc(C(F)(F)F)ccc2S(=O)(=O)N1Cc1ccccc1	31	-17
O=C(Cc1ccc(Cl)cc1)Oc1cccc2cccnc12	8	-6
Cc1nc2ccccc2c(=O)n1/N=C/c1ccccc1O	16	-17
CCOC(=O)c1ccc(NC(=S)Nc2ccccc2N)cc1	10	-14
COc1cc(/C=N/NC(=O)CNC(=O)c2ccc3c(c2)OCCO3)ccc1O	7	8
CCOC(=O)CCCc1ccc(/C(C)=N/NC(N)=S)cc1	12	-5
CC(C)Cn1c(=O)c2sccc2n2c(CCCC(=O)N3CCC(N4CCCCC4)CC3)nnc12	14	-19
Cc1cccc(C(=O)OC(C)CN2C(C)CCCC2C)c1 (centres undefined)	-5	-9
O=C(CN(c1ccccc1F)S(=O)(=O)c1ccccc1)Nc1ccccc1C(=O)N1CCOCC1	20	-39
O=C(O)c1cccc(NC(=O)c2cc(NC(=O)c3ccccc3)cc(NC(=O)c3ccccc3)c2)c1	22	-8
CCOC(=O)N1CCN(C(=O)C(CC)n2nc(C)c3sc4ccccc4c3c2=O)CC1 (centres undefined)	10	-45
CC(c1ccccc1)C(Cc1nc2ccccc2[nH]1)c1nc2ccccc2[nH]1 (centres undefined)	36	45*
CN(C)C=Nc1c(C(=O)c2ccccc2)sc2nccc(N(C)C)c12	12	-20
Cc1c(NC(=O)c2cccc(NC(=O)COc3cccc(Br)c3)c2)c(=O)n(-c2ccccc2)n1C	9	-41
Cc1nc2ccc(NC(=O)C(F)(F)F)cc2o1	9	-12
C=CCNC(=O)COc1ccccc1C#N	6	-16
CCOCCOC(=O)c1ccc(NC(=O)C2COc3ccccc3O2)cc1 (centres undefined)	6	-18
CC(=O)c1ccc(OCC(O)CN2CCN(Cc3ccccc3)CC2)cc1 (centres undefined)	15	-18
C=C(C)c1cccc(C(C)(C)NC(=O)NCCCn2ccnc2)c1	15	-6
CCCOc1ccccc1-c1nc(SCCC(=O)O)n[nH]1	-4	-3
COCCNC(=O)C(c1ccc(C)o1)N(C(=O)c1snc(C(N)=O)c1N)c1cccc(C)c1 (centres undefined)	6	-19
COc1ccc(C(=O)O)cc1S(=O)(=O)NCCCN1CCCC1=O	20	13
New compounds follow:
SMILES	OX1R antag-1	OX1R antag-2
c1ccc2c(c1)oc1c(Nc3ccc4c(c3)OCO4)ncnc12	66	-8
Cc1c(Cl)cccc1NC(=O)c1cc(-c2ccccc2O)n[nH]1	81*	7
O=C(CN1CCN(C(=O)N2CCCCC2)CC1)Nc1ccc(F)cc1	5	-14
COC(=O)[C@H](Cc1ccccc1)NC(=O)O[C@@H]1C(=O)c2cc(OC)ccc2O[C@H]1c1ccc(OC)c(Br)c1	29	2
COCC(=O)NCCc1ccc(S(N)(=O)=O)cc1	-4	-9
O=C(Cn1ccc(C(F)(F)F)n1)N/N=C/c1ccc2c(c1)OCO2	40	7
CC(=O)N(CCC1(c2ccc(C)cc2)CCOC(C(C)C)C1)Cc1ccco1 (centres undefined)	6	-33
CCC(Cc1ccccc1)NC(=O)CCc1ccccc1 (centres undefined)	11	-27
CC(=O)Nc1cccc(NC(=O)Cc2ccc3ccccc3c2)c1	0	-12
O=C(NC1CCCCC1)C1CCC(=O)N(C2CC2)C1 (centres undefined)	-7	0
O=C(Cc1ccccc1)Nc1ccccc1C(=O)N1CCN(c2ccccc2)CC1	8	-16
Cc1cccc(NC(=O)C(=O)NCCc2c[nH]c3ccccc23)c1C	8	-10
CN1C(=O)NC2(O)C(=O)c3ccccc3C12O (centres undefined)	13	-5
COC(=O)C1=C(O)/C(=C\c2ccc(CNS(=O)(=O)c3ccccc3)o2)N=C1C	44	-8
CC(C)COc1cccc(-c2cc(C(=O)Nc3ccon3)c3ccccc3n2)c1	12	-26
Cc1cc(C(=O)C(=O)N(C)C)c(C)n1-c1ccc(Cl)cc1	4	-14
Cn1nc(-c2ccc(S(N)(=O)=O)s2)cc1C(F)(F)F	2	-8
CC(C(=O)Nc1ccccn1)N1C(=O)c2ccccc2S1(=O)=O (centres undefined)	18	-5
NC1=NC2(CCCCC2)N(c2cccc(Cl)c2)C(N)=N1	7	-10
CC(=O)N1CCN(S(=O)(=O)c2c(C)n(C)c(=O)n(C)c2=O)CC1	8	-5

Gathered by group: the compounds so far with two or more sulfur atoms
SMILES	OX1R antag-1	OX1R antag-2
CSc1nc2ccc3nc(NC(=O)c4ccc(Cl)s4)sc3c2s1	14	9
COc1ccc(N(C(=O)CS(=O)CC(=O)Nc2ccc(F)cc2)C(C(=O)NC2CCCCC2)c2cccs2)cc1 (centres undefined)	0	-18
CC1CCCC(C)N1C(=O)CSc1nnc(-c2cccs2)o1 (centres undefined)	18	-3
Cn1nc(-c2ccc(S(N)(=O)=O)s2)cc1C(F)(F)F	2	-8

Next entries
SMILES	OX1R antag-1	OX1R antag-2
COc1ccccc1C(=O)COC(=O)/C=C/c1ccccc1	21	-15
CC(CCN1CCN=C1Nc1ccccc1)c1ccccc1 (centres undefined)	11	-3
COCC(=O)N/N=C(\C)CC(=O)Nc1ccccc1C(N)=O	28	-11
Cc1noc(NS(=O)(=O)c2ccc(NC(=O)C34CC5CC(C3)CC(n3cnc(Cl)n3)(C5)C4)cc2)c1C	-1	-4
CC(=O)c1nnn(-c2ccc([N+](=O)[O-])cc2C)c1C	162*	-16
Cc1nc2c(C)cccn2c(=O)c1NC(=O)COc1ccccc1	5	4
Cc1cc(C)cc(NC(=O)CN2CCN(c3ncccn3)CC2)c1	22	-32
CCOC(=O)c1[nH]c2ccc(OC)cc2c1NC(=O)c1ccccc1C(=O)O	14	-6
O=C(O)C1C2C=CC(O2)C1C(=O)Nc1ccc2c(c1)OCCO2 (centres undefined)	21	1
CCn1c(SCC(=O)c2c(N)n(C3CC3)c(=O)[nH]c2=O)nnc1-c1ccccc1OC	3	8

Compound profiles, as listed above. Order of screens: OX1R antag-1	OX1R antag-2
`COc1ccccc1C(=O)COC(=O)/C=C/c1ccccc1` as listed: 21	-15
`CCOC(=O)c1[nH]c2ccc(OC)cc2c1NC(=O)c1ccccc1C(=O)O` as listed: 14	-6

(listing goes on)
SMILES	OX1R antag-1	OX1R antag-2
C=CCn1c(C)cc(C(=O)COC(=O)CCc2cc(OC)c(OC)c(OC)c2)c1C	4	-23
COc1ccc(-c2cc(C(F)F)nc(-n3nc(C)cc3C)n2)cc1	20	-24
Cc1ccccc1Nc1nc(N)nc(COC(=O)C2CCCCC2)n1	28	-20
C[N+](C)(C)CC=O	7	-6
CN(C(=O)CN1C(=O)NC2(CCc3ccccc32)C1=O)C1CCS(=O)(=O)C1 (centres undefined)	18	-4
COc1ccc(CCNc2ccc(C)cc2)cc1	-1	-13
Cc1cc(C)cc(-n2ncc3c2CCCC3NC(=O)c2cc(C)[nH]n2)c1 (centres undefined)	35	-9
COc1ccccc1C(=O)COC(=O)CSC(C)C(=O)Nc1cc(C)on1 (centres undefined)	13	-26
Clc1ccc2c(c1)-c1nnc(Br)n1-c1ccccc1S2	60*	20
COc1cc(/C=C2\SC(=S)N(CCC(=O)NCCc3ccccc3)C2=O)cc(OC)c1OC	13	-11
COc1ccc(/C=C2/C(=O)N(c3nc4ccccc4s3)N=C2CSc2ccc(Cl)cc2)cc1	-2	6
O=C(CSc1nc2cc(Cl)ccc2o1)N1CCOCC1	2	-10
C(=C\N1CCCCCC1)/c1nnnn1-c1ccc(-c2ccccc2)cc1	11	-18
O=C(COC(=O)c1cc(Cl)ccc1O)Nc1cc(C(F)(F)F)ccc1N1CCOCC1	12	-9
CCOc1cc(CNC2CCCC2)cc(Cl)c1OCc1ccccc1	6	0
Cc1ccc2c(c1)N(CCC(=O)NCCN1CCOCC1)C(=O)CO2	3	3
CCOc1ccc(S(=O)(=O)Nc2ccc(O)c(Sc3ncn[nH]3)c2)cc1	8	-8
CCOC(=O)C1CCN(C(=O)c2cc3c(-c4ccc(OC)c(OC)c4)nn(C)c3s2)CC1	4	-38
O=C(CCCOc1ccccc1)Nc1ccc(Br)cc1	19	-1
CC1CC(C)CN(CCOc2ccccc2-c2ccccc2)C1 (centres undefined)	7	-2
CCSC1(SCC)N=C(N)C2(C#N)C(c3ccc(F)cc3)C12C#N (centres undefined)	8	-13
Cc1ccc(CN2CCN(Cc3cccn3-c3nccs3)CC2CCO)cc1 (centres undefined)	6	-26
O=C(NC(=S)NC1CCCCCCCCCCC1)c1cccnc1	0	-12
Oc1ccccc1-c1cncn1Cc1ccccc1	-8	9
N#CCC(=O)N/N=C/c1cc(-c2ccccc2)n(-c2ccc(Cl)cc2)c1-c1ccccc1	104*	-19
O=S(=O)(c1cccc(-c2n[nH]c(=S)n2-c2ccc(OC(F)(F)F)cc2)c1)N1CCOCC1	9	-6
Cc1oc2ccc(NS(=O)(=O)c3ccccc3)cc2c1C(=O)Nc1ccccc1	14	-18
Cc1ccc(/C=N/Nc2nncn2N)cc1	43*	1
Cc1cccc(NC(=S)N/N=C/c2ccc3c(c2)OCO3)c1	8	-12
COc1ccc(N2C(=O)C3CCCN3C2c2cc(OC)c(OC)c(OC)c2)cc1 (centres undefined)	8	-37
O=C(Nc1nccs1)c1ccc(Br)o1	-6	4
NC(=O)CC(NC(=O)Cc1ccc(Br)cc1)c1ccc(NCc2cc(F)ccc2F)c([N+](=O)[O-])c1 (centres undefined)	8	2
COc1cc(OC)cc(C(=O)NCC(=O)Nc2ccc(OC)c(Cl)c2)c1	-4	-23
Cc1ccc(NC(=O)COC(=O)c2ccc(OCc3c(C)noc3C)cc2)cc1S(=O)(=O)N1CCOCC1	10	-5
O=C(O)CSCc1nc2cccnc2n1C1CCCCC1	-7	-19
COc1ccc(CNC(=O)COC(=O)c2ccccc2OCC(=O)Nc2ccc(SC(F)F)cc2)cc1	4	-17
Cc1nn(C(=O)N2CCCCC2)c(C)c1CN1C(=O)c2ccccc2C1=O	9	-11
COc1ccc([N+](=O)[O-])cc1NC(=O)CS(=O)(=O)c1ccc(C)cc1	26	-14
CC(=O)c1ccc(OC(=O)N2CCOCC2)cc1	0	0
COc1cccc(-n2c(SC)nnc2-c2c[nH]c3ccccc23)c1	21	-20

Shown as labelled records: entries from further up.
> COc1cc(OC)cc(C(=O)NCC(=O)Nc2ccc(OC)c(Cl)c2)c1
- OX1R antag-1: -4
- OX1R antag-2: -23

> COc1ccc([N+](=O)[O-])cc1NC(=O)CS(=O)(=O)c1ccc(C)cc1
- OX1R antag-1: 26
- OX1R antag-2: -14

> COc1ccc(CNC(=O)COC(=O)c2ccccc2OCC(=O)Nc2ccc(SC(F)F)cc2)cc1
- OX1R antag-1: 4
- OX1R antag-2: -17

> Cc1nn(C(=O)N2CCCCC2)c(C)c1CN1C(=O)c2ccccc2C1=O
- OX1R antag-1: 9
- OX1R antag-2: -11

The list continues:
SMILES	OX1R antag-1	OX1R antag-2
Cc1ccc2cc(CN(CCN(C)C)C(=O)Nc3ccc(Cl)cc3)c(=O)[nH]c2c1	26	-28
CC(C)=CCC/C(C)=C/CNC(=O)C[C@H]1C[C@H](C(=O)N2CCCCC2)[C@@]2(C)c3[nH]c4cc(-c5ccco5)ccc4c3CCN2C1=O	15	23
O=C(Nc1ccccc1)c1cccc2c(Br)cccc12	16	-5
CCCCn1c(N)c(N(CCOC)C(=O)c2ccc(Br)o2)c(=O)[nH]c1=O	7	-3
